Screening results (PubChem BioAssay)
Ec RNAP inh: Escherichia coli RNA polymerase inhibition | P0A8V2 | E. coli RNA polymerase, fluorescence transcription assay | inhibition, %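 (tested at 10 µM)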 | hit rate 0.2% among 62,000 | AID 559; in the data active means inhibition above about 20%;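 further: 0% = enzyme without compound and 100% = no enzyme blank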
5HT1a ag: agonists of human 5-HT1a serotonin receptor; CHO 5-HT1a Ga15 NFAT-bla reporter, FRET ratio; 0% basal, 100% maximal reference agonist; AID 567; hit rate 0.56% among 65,000; P08908; activation, % at 10 µM;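 active means activation above the screen-wide mean activation plus 3 SD, cut at about 19% in these data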;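 further: 0% = DMSO wells and 100% = 5-CT at EC100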
Her2 expr inh: inhibitors of human Her2 kinase expression; hit rate 0.69% among 65,000; P04626; HER2 level % of control, % at 10 µM; SKBR-3 HER2 protein level, AlphaScreen, 18-24 h; stronger effect = lower value;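 active means HER2 level under 5% of the carrier-only control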;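 further: 100% = DMSO carrier and 0% = 500 nM PU-H71 HSP90 inhibitor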
D1 mod: D1 dopamine receptor (human) allosteric modulation | P21728 | hit rate 5.9% among 58,000 | B-score at 10 µM | HEK293 D1, CRE-luciferase, dopamine EC30 potentiation; actives deviate in either direction;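 active means luminescence count or its row- and column-corrected plate score outside the 99.7% band of the plate's sample wells, on either side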
M1 agonist: agonists of M1 muscarinic receptor; B-score at 10 µM; hit rate 3% among 64,000; CHO-M1 cells, Fluo-4 calcium fluorescence, agonist mode; stronger effect = higher value;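 active means fluorescence rise, raw or as B-score row- and column-corrected plate score, outside the 99.7% band of its plate's samples, either direction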
Hsp90 inh: displaces geldanamycin probe from tumor Hsp90; P07900; NCI-N417 lysate Hsp90, Cy3B-geldanamycin FP displacement; inhibition, % at 30 µM; hit rate 0.35% among 64,000;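 active means inhibition above 50%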;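 further: 0% = tracer plus lysate wells and 100% = tracer alone without lysate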
NADH enzymes: inhibition of NAD/NADH coupling enzymes, library profiling; IC50, µM (series often up to 10 µM), for inactives: at the highest dose inhibition; coupled PK/LDH NADH assays, four targets; hit rate 0.02% among 65,000;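 active means single-dose screening hits from any of four coupled enzyme assays that gave an IC50 when retested across doses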;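 further: the DPM-DC format reads NADH fluorescence rather than 340 nm absorbance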
Fluor 339 460: intrinsic fluorescence of library compounds, ex339/em460 – biochemical, MLSMR library, data from DPM-DC assay, artefact control, profiling panel; compound autofluorescence, ex339/em460 nm, NADH buffer; stronger effect = higher value; 1 = no-compound wells, NADH background; fluorescence fold increase at 10 µM; hit rate 5.5% among 65,000; AID 709;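 active means at 10 µM, mean starting fluorescence two-fold or more over control wells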;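 further: signal is the first read of a kinetic run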
M1 antag: blocks the rat M1 muscarinic receptor response to acetylcholine. CHO-M1 cells, Fluo-4 calcium, ACh EC80 antagonist mode; stronger effect = lower value. B-score at 10 µM. hit rate 3.4% among 64,000. AID 628;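 active means calcium fluorescence response, raw or row-and-column corrected B-score, differing from the plate sample mean either way at a set confidence level, mostly lower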
* = called active by the depositor; x = not tested or not shown; [ ] = remark or other dose.

SMILES	Ec RNAP inh	5HT1a ag	Her2 expr inh	D1 mod	M1 agonist	Hsp90 inh	NADH enzymes	Fluor 339 460	M1 antag
c1ccc(CNn2nnnc2-c2ccccc2)cc1	2	-0.3	94	-0.29	-0.55	1	2%	1	-0.74
CCOc1cccc(-c2cc(=O)[nH][nH]2)c1	-6	-0.8	83	-0.54	-0.31	-3	8%	1.1	-0.0016
CN(C)CCn1c(C(=O)Nc2ccccc2)cc2ccccc21	3	-0.7	86	-2.7*	0.3	-3	6%	1	-0.73
O=C1CN(C(=O)c2ccco2)C(c2ccccc2)c2cc(Cl)ccc2N1 (centres undefined)	1	1.7	103	0.093	0.34	2	5%	1.1	-0.23
Cc1ccc(C(=O)NC2CCN(C(=O)N3CCOCC3)CC2)cc1	1	-0.1	84	-0.13	0.74	2	8%	1.7	-0.47
CS(=O)(=O)NC1c2cccc3cccc(c23)C1N1CCOCC1 (centres undefined)	6	-1.2	68	-0.03	1.6	-7	1%	1	0.43
Cc1c(NC(=O)CN2c3cccc4cccc(c34)S2(=O)=O)c(=O)n(-c2ccccc2)n1C	5	0.7	73	-0.29	-0.56	1	2%[may fluoresce]	2.5*	-0.17
Cn1c(=O)c2c(SCc3cccc(C(F)(F)F)c3)nc(-c3ccco3)nc2n(C)c1=O	4	-2.5	-4.9*	-0.24	0.44	0	7%	1.4	0.19
COC(=O)c1ccccc1NC(=O)CN1CCC(C(=O)c2ccc3c(c2)OCCO3)CC1	-2	0.4	84	0.53	-0.83	-4	3%	1.1	-0.66
Cc1nn(-c2cc(N3CCCCC3)ccc2N)c(=O)c2ccccc12	x	-0.1	97	0.84	-1.9	2	4%	1.1	-0.39
CCc1c(C)nc2[nH]nc(-c3ccccc3)n2c1=O	8	-1.2	98	-0.0057	-0.7	-4	8%	1.1	0.57
CCOc1ccccc1N(C(=O)c1ccco1)C(C(=O)NC1CCCC1)c1cccnc1 (centres undefined)	3	-0.5	70	-0.15	1.8	-1	5%	1.1	0.98
CCC(C)(C)n1nnnc1C(c1ccc(Cl)cc1)N1CCN(C)CC1 (centres undefined)	-1	-1.5	101	-0.079	0.11	0	7%	1	0.31
COC(=O)Cc1[nH]nc2c1C1(C(=O)N(Cc3ccc(Cl)cc3)c3ccccc31)C(C#N)=C(N)O2 (centres undefined)	-2	-1.0	99	3.1	-0.02	-3	4%	1.1	1.3
Cc1noc(/C=C/N(C)C)c1S(=O)(=O)N1CCCC(C(=O)NC(C)c2ccccc2)C1 (centres undefined)	7	-5.3	99	x	-0.41	-2	2%	1.1	0.0026
CC(C)C(=O)Nc1nnc(-c2ccccc2)o1	6	-0.2	99	-0.014	0.064	0	12%	1.1	0.25
CCN(CC)C(=O)CSc1ncnc2c1nnn2-c1ccc(F)cc1	8	-1.0	56	-0.9	-0.42	0	5%	1.1	-2.4
CCc1ccc(OCC(=O)N(C)C)c(Br)c1	-3	-3.7	79	-0.08	1.6	1	9%	1.1	0
Cc1cc(C)n(S(=O)(=O)c2cc(Cl)ccc2Cl)n1	-1	-5.0	66	-0.85	0.98	0	6%	1	0.26
CC(C)(C)SCCNC(=O)CN1C(=O)c2ccccc2S1(=O)=O	7	1.0	88	-0.29	-0.93	-3	4%	0.96	0.17
Cn1c(=O)c2cn(Cc3ccc(Cl)cc3)cc2n(C)c1=O	6	1.0	97	2	0.31	-5	3%	1.1	0.3
COC(=O)c1ccccc1NC(=O)C1CC=CCC1C(=O)O (centres undefined)	8	2.5	95	0.6	-0.15	-3	3%	1.1	0.65
Nc1nnc(SCc2ccccc2Cl)s1	6	0.9	87	1.4	0.61	0	4%	1	0.41
COc1ccc(-c2c3c(=O)n(C)c(=O)n(C)c3cn2NC(C)=O)cc1	6	2.3	119	0.56	0.22	-18	9%	2.8*	0.58
CCc1c(C)nc2ncnn2c1N1CCCC(C(=O)NCc2ccc3c(c2)OCO3)C1 (centres undefined)	1	2.6	81	0.73	0.13	2	3%	1.1	-0.44
(next part)
SMILES	Ec RNAP inh	5HT1a ag	Her2 expr inh	D1 mod	M1 agonist	Hsp90 inh	NADH enzymes	Fluor 339 460	M1 antag
O=C(c1ccc(Br)o1)N1CCN(c2ccccc2F)CC1	10	-0.1	102	0.74	1	0	2%	1.1	0
CCCN1CN(Cc2ccccc2)CC2=C1CC(C)(C)CC2=O	0	1.9	127	-0.21	0.016	-2	5%	1.1	0.2
O=C(c1cc2n(n1)C(C(F)(F)F)CC(c1ccc(Cl)cc1)N2)N1CCCC1 (centres undefined)	2	-0.6	65	0.33	0.49	0	4%	1.1	0.56
COc1c[nH]n(C2CCCCC2)c(=O)c1=O	11	-1.3	84	0.0019	0.61	0	8%	1.1	-1.1
CC1=C(C(=O)Nc2ccccc2)C(c2ccncc2)C(C#N)=C(SCC(=O)NC(C)C)N1 (centres undefined)	4	1.1	107	x	-0.0032	-1	4%	1.1	-0.94
CCCCNC(=O)C(C#N)c1nc2ccccc2nc1N1CCN(c2ccccc2F)CC1 (centres undefined)	-2	-5.2	163	0.038	36*	-4	3%	1.2	-0.18
O=C(O)C1=C(C(=O)N2CCN(C(=O)c3ccco3)CC2)CCCC1	1	0.8	111	-0.3	-0.064	-3	2%	1.1	-0.15
Cc1cccc(CN2CCN(CC(=O)O)C2=O)c1	7	-0.9	99	-0.84	-0.35	-1	4%	1.1	0.17
Cn1c(=O)oc2cc(S(=O)(=O)N3CCC(C(=O)N4CC=C(c5ccccc5)CC4)CC3)ccc21	1	-2.4	93	-0.23	0.42	-1	6%	1.1	-1.5
Clc1ccc2nc(N3CCCCC3)sc2c1	10	-1.3	78	0.23	x	-6	9%	1.1	x
O=C(NCc1ccco1)c1cnc2ccccn2c1=O	-12	-4.2	101	0.24	-0.018	-4	4%	1.5	-0.26
CCN1CCN(C(=O)c2cc3cc4cc(OC)ccc4nc3s2)CC1	4	-0.6	87	-0.47	1.3	-1	8%	2.8*	0.31
COC(=O)C1=C(N)Oc2cc(C)n(Cc3cccnc3)c(=O)c2C1c1cc(OC)ccc1OC (centres undefined)	2	-1.0	81	1.2	-0.77	-2	7%	1.1	-1.1
C/C(N)=C(/C#N)C(=O)COC(=O)CC1CCCC1	2	0.3	119	0.26	-0.084	-2	6%	1.1	1.2
Cc1ccc2cc(CN(CC3CCCO3)S(=O)(=O)c3cccc4nsnc34)c(=O)[nH]c2c1 (centres undefined)	6	0.4	83	-0.058	-0.074	1	5%	1	0.066
Cc1cc(NC(=O)CSc2nc(C(C)C)nc3sc4c(c23)CCCC4)no1	8	-2.1	29	0.014	1.3	-3	9%	1	0.25
Cc1ccc(-c2nnc3ccc(SCC(=O)Nc4cc(C)on4)nn23)cc1	1	-0.1	136	0.24	-0.25	-4	5%	2*	-0.42
Cc1ccc(-c2nc(-c3cccnc3)no2)c(C)c1	8	-0.2	136	-0.83	0.77	-4	5%	1.1	-0.22
CCOC(=O)Cn1c(CN2CC(C)OC(C)C2)nc2c1c(=O)n(C)c(=O)n2C (centres undefined)	9	0.1	73	0.27	-1.3	2	7%	1.1	0.017
COC(=O)c1ccc(NC(=O)C2C3CCC(C3)C2C(=O)O)cc1 (centres undefined)	-3	-2.5	76	0.44	0.044	4	0%	1.1	0.14
COCCn1c(SCC(=O)Nc2cccc(OC)c2)nnc1-c1ccc(Cl)cc1	6	-4.2	112	-1.1	-0.89	-1	2%	1	0.22
CNC(=O)C1CC(=O)N(c2ccc(F)c(Cl)c2)C1 (centres undefined)	3	0.3	87	0.18	-0.039	0	8%	1.1	0.96
CCOC(=O)C1CCCN(C/C(O)=C(\C#N)c2nc(-c3ccccc3)cs2)C1 (centres undefined)	10	-1.5	145	-0.13	11*	-5	5%	0.99	-0.21
Cc1cccc(NC(=O)Nc2cccc(F)c2)n1	-5	-2.1	69	2.5	0.29	0	0%	1.1	0.0062
COc1cc(Cl)c(C)cc1NC(=O)CSC	7	1.1	109	x	-0.82	-2	5%	1.1	0.74
O=C(CSC1CCCCC1)N1CCN(c2ccccc2)CC1	-1	0.8	97	0.089	-0.55	-1	4%	1.1	-0.17
CC(C)(C)c1cc(CN2CCOCC2)c(C(=O)O)o1	-1	-1.6	86	-0.79	-0.48	0	5%	1	-0.018
N#Cc1c(/N=C/c2ccco2)sc2c1CCC2	2	-2.0	90	-0.05	0.71	-1	3%	1	0.19
Cc1cc(C)n(-c2nc3c(c(=O)[nH]c(=O)n3C)n2Cc2cccc(Br)c2)n1	2	0.8	118	1.1	-0.23	-4	7%	1.1	0.43
CCOc1ccccc1-n1nnnc1SCC(=O)Nc1cc(C)on1	-4	-4.1	85	-0.91	0.021	-1	4%	1	-0.31

Some of the entries so far, with two lines to a compound.
Results follow in this order: Ec RNAP inh | 5HT1a ag | Her2 expr inh | D1 mod | M1 agonist | Hsp90 inh | NADH enzymes | Fluor 339 460 | M1 antag
CCOc1ccccc1N(C(=O)c1ccco1)C(C(=O)NC1CCCC1)c1cccnc1 (centres undefined)
 : 3 | -0.5 | 70 | -0.15 | 1.8 | -1 | 5% | 1.1 | 0.98
CCC(C)(C)n1nnnc1C(c1ccc(Cl)cc1)N1CCN(C)CC1 (centres undefined)
 : -1 | -1.5 | 101 | -0.079 | 0.11 | 0 | 7% | 1 | 0.31
COC(=O)Cc1[nH]nc2c1C1(C(=O)N(Cc3ccc(Cl)cc3)c3ccccc31)C(C#N)=C(N)O2 (centres undefined)
 : -2 | -1.0 | 99 | 3.1 | -0.02 | -3 | 4% | 1.1 | 1.3
Cc1noc(/C=C/N(C)C)c1S(=O)(=O)N1CCCC(C(=O)NC(C)c2ccccc2)C1 (centres undefined)
 : 7 | -5.3 | 99 | x | -0.41 | -2 | 2% | 1.1 | 0.0026
CC(C)C(=O)Nc1nnc(-c2ccccc2)o1
 : 6 | -0.2 | 99 | -0.014 | 0.064 | 0 | 12% | 1.1 | 0.25
CCN(CC)C(=O)CSc1ncnc2c1nnn2-c1ccc(F)cc1
 : 8 | -1.0 | 56 | -0.9 | -0.42 | 0 | 5% | 1.1 | -2.4
CCc1ccc(OCC(=O)N(C)C)c(Br)c1
 : -3 | -3.7 | 79 | -0.08 | 1.6 | 1 | 9% | 1.1 | 0
Cc1cc(C)n(S(=O)(=O)c2cc(Cl)ccc2Cl)n1
 : -1 | -5.0 | 66 | -0.85 | 0.98 | 0 | 6% | 1 | 0.26
CC(C)(C)SCCNC(=O)CN1C(=O)c2ccccc2S1(=O)=O
 : 7 | 1.0 | 88 | -0.29 | -0.93 | -3 | 4% | 0.96 | 0.17
Cn1c(=O)c2cn(Cc3ccc(Cl)cc3)cc2n(C)c1=O
 : 6 | 1.0 | 97 | 2 | 0.31 | -5 | 3% | 1.1 | 0.3
COC(=O)c1ccccc1NC(=O)C1CC=CCC1C(=O)O (centres undefined)
 : 8 | 2.5 | 95 | 0.6 | -0.15 | -3 | 3% | 1.1 | 0.65
Nc1nnc(SCc2ccccc2Cl)s1
 : 6 | 0.9 | 87 | 1.4 | 0.61 | 0 | 4% | 1 | 0.41
COc1ccc(-c2c3c(=O)n(C)c(=O)n(C)c3cn2NC(C)=O)cc1
 : 6 | 2.3 | 119 | 0.56 | 0.22 | -18 | 9% | 2.8* | 0.58
CCc1c(C)nc2ncnn2c1N1CCCC(C(=O)NCc2ccc3c(c2)OCO3)C1 (centres undefined)
 : 1 | 2.6 | 81 | 0.73 | 0.13 | 2 | 3% | 1.1 | -0.44
O=C(c1ccc(Br)o1)N1CCN(c2ccccc2F)CC1
 : 10 | -0.1 | 102 | 0.74 | 1 | 0 | 2% | 1.1 | 0

Random draw from the library; about 16% have a hit in one of these screens.
